Screening results as filed in PubChem.
IDE exosite FP: displaces the probe from the exo-site of human IDE. P14735. purified IDE, FL-6b probe fluorescence polarization; hits give low values. z-score at 20 µM. hit rate 6.3% among 17,000. AID 1259349;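 active = z-score of -3 or lower, meaning strong loss of probe binding signal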;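 note: His-tagged human IDE residues 42-1019 made in E. coli with 30 nM FL-6b probe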
Target sequence (P14735 42-1019 limits assumed): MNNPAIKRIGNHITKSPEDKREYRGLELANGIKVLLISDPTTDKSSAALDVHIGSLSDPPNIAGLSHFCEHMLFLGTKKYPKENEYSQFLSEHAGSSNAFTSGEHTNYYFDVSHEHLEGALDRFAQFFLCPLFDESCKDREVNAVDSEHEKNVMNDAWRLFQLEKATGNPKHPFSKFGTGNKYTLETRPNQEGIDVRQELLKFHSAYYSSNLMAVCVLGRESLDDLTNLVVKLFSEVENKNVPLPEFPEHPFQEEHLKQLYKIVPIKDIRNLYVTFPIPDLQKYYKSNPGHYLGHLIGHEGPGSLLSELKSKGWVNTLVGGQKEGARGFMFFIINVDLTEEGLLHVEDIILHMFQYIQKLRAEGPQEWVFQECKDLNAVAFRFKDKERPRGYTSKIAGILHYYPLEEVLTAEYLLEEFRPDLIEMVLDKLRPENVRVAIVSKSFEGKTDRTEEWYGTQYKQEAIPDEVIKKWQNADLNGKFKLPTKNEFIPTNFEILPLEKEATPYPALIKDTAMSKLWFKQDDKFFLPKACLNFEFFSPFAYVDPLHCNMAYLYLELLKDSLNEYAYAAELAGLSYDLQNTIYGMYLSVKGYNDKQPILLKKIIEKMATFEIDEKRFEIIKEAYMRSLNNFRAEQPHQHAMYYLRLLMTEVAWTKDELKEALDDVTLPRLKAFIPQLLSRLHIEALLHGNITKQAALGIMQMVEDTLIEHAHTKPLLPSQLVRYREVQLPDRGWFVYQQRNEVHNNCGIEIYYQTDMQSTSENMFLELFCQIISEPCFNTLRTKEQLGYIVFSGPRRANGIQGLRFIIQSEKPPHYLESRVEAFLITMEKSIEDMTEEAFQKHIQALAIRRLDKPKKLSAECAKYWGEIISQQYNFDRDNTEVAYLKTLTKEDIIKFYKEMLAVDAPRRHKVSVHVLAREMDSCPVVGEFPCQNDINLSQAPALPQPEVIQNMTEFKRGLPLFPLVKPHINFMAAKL
An asterisk follows results filed as active; & = joins results of further samples. A portion of the library (hit frequency here may not be typical).

SMILES	IDE exosite FP
COCC(=O)N1[C@H](CO)[C@@H](c2ccc(-c3cccnc3)cc2)[C@@H]1C#N	-0.527
CC(=O)N1CC(=O)N2[C@H](C1)[C@H](c1ccc(-c3ccc(C#N)cc3)cc1)[C@@H]2CO	4.55
CCCNC(=O)N1CC2(CCN(Cc3cccc(OC)c3)CC2)c2c(n(C)c3cc(OC)ccc23)[C@@H]1CO	-0.696
N#C[C@@H]1[C@@H](c2ccccc2-c2ccc(F)cc2)[C@@H](CO)N1C(=O)Cc1ccccc1	5.2
CO[C@H]1CN(C)C(=O)c2cc(NC(=O)Nc3cccc(Cl)c3)ccc2OC[C@@H](C)N(C(=O)Nc2c(C)noc2C)C[C@H]1C	1.03
N#Cc1cccc(-c2ccc(C3[C@@H]4CN(C(=O)Nc5ccc(C(F)(F)F)cc5)C[C@H]3N4)cc2)c1 (some centres not stated)	-0.287&1.1
COc1cccc(CNC(=O)[C@H]2[C@H](CO)[C@H]3Cn4c(ccc(C5=CCCC5)c4=O)[C@@H]2N3)c1	0.589
O=C(O)C[C@H]1CC[C@@H]2[C@H](COC[C@@H](O)CN2S(=O)(=O)c2ccc(Oc3ccccc3)cc2)O1	1.58
N#Cc1cccc(-c2ccc([C@H]3[C@H](CO)N4CCCCN(S(=O)(=O)c5ccccc5)C[C@@H]34)cc2)c1	2.47
O=C(CC(F)(F)F)N1C[C@H]2[C@@H](c3ccccc31)[C@H](CO)N2C(=O)c1ccncc1	2.65
O=S(=O)(c1ccccc1)N1CCCCN2[C@@H](CO)[C@H](c3ccc(C#Cc4ccccc4)cc3)[C@@H]2C1	3.77
CS(=O)(=O)N1[C@@H](C#N)[C@H](c2ccc(C#Cc3cccc(F)c3)cc2)[C@@H]1CO	-0.867
Cc1ccc(-c2ccc([C@H]3[C@@H](CO)N4CCCCN(Cc5ccccn5)C[C@H]34)cc2)cc1	0.542
C/C=C/c1ccc2c(c1)O[C@@H](CN(C)C(=O)Nc1ccc(OC)cc1)[C@H](C)CN([C@@H](C)CO)S2(=O)=O	0.282
COc1ccccc1-c1ccc([C@H]2[C@@H](CO)N(C(=O)c3cccc(F)c3)[C@H]2C#N)cc1	-4.21*
CO[C@@H](CN(C)C(=O)C1CCOCC1)[C@@H](C)CN([C@@H](C)CO)S(=O)(=O)c1ccccc1	-1.06
C[C@H](CO)N1C[C@H](C)[C@@H](CN(C)Cc2ccc(F)cc2)Oc2cc(C#CC(C)(C)O)ccc2S1(=O)=O	-2.05
CC(C)CC#Cc1ccc([C@H]2[C@H](CO)N3CCCCN(C(=O)NC4CCCC4)C[C@@H]23)cc1	-1.4
CO[C@@H]1CN(C)C(=O)c2cc(NC(=O)Nc3c(C)noc3C)ccc2OC[C@H](C)NC[C@H]1C	0.868
C[C@@H](O)C#Cc1ccc([C@@H]2[C@@H](CO)N3CCCCN(C(=O)c4ccncc4)C[C@H]23)cc1	3.94
C[C@@H]1CCCCO[C@@H](CN(C)S(=O)(=O)c2ccc(F)cc2)[C@@H](C)CN([C@H](C)CO)C(=O)c2cc(NC(=O)CCCCCC(=O)Nc3ccccc3N)ccc2O1	0.551
OC[C@@H]1[C@@H](c2ccc(-c3cccc(F)c3)cc2)[C@H]2CN(CCC(F)(F)F)CCCCN12	2.16
C[C@@H]1CCCCO[C@H](CN(C)Cc2ccc(Cl)c(Cl)c2)[C@@H](C)CN([C@H](C)CO)C(=O)c2cc(NC(=O)CCCCCC(=O)Nc3ccccc3N)ccc2O1	-0.936
COc1ccc(C#Cc2ccc([C@@H]3[C@@H](CO)N4C(=O)CN(C(=O)c5ccc(F)cc5)C[C@H]34)cc2)cc1	-0.0524
O=C(C[C@@H]1CC[C@@H]2NC[C@H](O)COC[C@H]2O1)N1CCc2ccccc2C1	0.14
(more compounds)
SMILES	IDE exosite FP
CO[C@H]1CC[C@H]2CCOc3c(C#N)cccc3C(=O)N(C)C[C@@H](c3ccccc3)CC(=O)N(C)C[C@@H]1O2	1.66
N#Cc1cccc(-c2ccc(C3[C@@H]4CN(Cc5ccccc5)C[C@H]3N4)cc2)c1 (some centres not stated)	1.13&0.547
COc1cccc(CN2CC3(C2)CN(S(C)(=O)=O)[C@H](CO)c2[nH]c4cc(OC)ccc4c23)c1	-1.49
COc1ccc(NC(=O)N2CCCCN3[C@H](C2)[C@@H](c2ccc(C#CCC(C)C)cc2)[C@@H]3CO)cc1	3.99
CN(C)C(=O)C[C@H]1CC[C@H]2[C@@H](COc3ccc(NC(=O)C4CCCCC4)cc3C(=O)N2C)O1	-1.07
C/C=C/c1ccc([C@H]2[C@H]3CN(S(=O)(=O)c4cccc(C)c4)CCCCN3[C@H]2CO)cc1	2.75
COc1ccccc1-c1ccc([C@@H]2[C@@H](C#N)N(C(=O)c3cccc(F)c3)[C@@H]2CO)cc1	-13.3*
Cc1ccccc1-c1ccc([C@H]2[C@H](CO)N3CCCCN(S(=O)(=O)c4cn(C)cn4)C[C@@H]23)cc1	-7.09*
CN(C)CC(=O)N1[C@H](C#N)[C@H](c2ccccc2-c2cccc(C(=O)N(C)C)c2)[C@H]1CO	2.09
CN1C(=O)c2cc(NS(=O)(=O)c3ccccc3F)ccc2OC[C@@H]2O[C@H](CC(=O)NC3Cc4ccccc4C3)CC[C@H]21	-0.769
COc1cccc(S(=O)(=O)N2[C@@H]3CNC[C@H]2C3c2ccc(-c3ccccc3C)cc2)c1 (some centres not stated)	-5.31*
CCc1cnc(N2[C@H](CO)[C@@H](c3ccc(C#Cc4ccccc4F)cc3)[C@@H]2C#N)s1	-0.233
Cc1ccccc1S(=O)(=O)N1[C@@H]2CNC[C@H]1C2c1ccc(-c2ccncc2)cc1 (some centres not stated)	0.672&2.16
C[C@@H]1CN([C@@H](C)CO)C(=O)c2ccccc2-c2ccccc2CO[C@@H]1CN(C)C(=O)[C@H](Cc1ccccc1)N(C)C	0.727
O=C(C1CCOCC1)N1C[C@@H]2[C@H](c3ccccc31)[C@H](CO)N2C(=O)Cc1ccccn1	1.42
CN(C)CC(=O)NC[C@H]1N[C@@H](CO)[C@H]1c1ccc(-c2cccc(C#N)c2)cc1	4.96
COc1cccc(C#Cc2ccc([C@H]3[C@@H](CO)N(C(=O)c4ccccn4)[C@H]3C#N)cc2)c1	0.995
C[C@@H]1CCCCO[C@H](CN(C)C(=O)Cc2ccccc2)[C@H](C)CN([C@@H](C)CO)C(=O)c2cc(NS(C)(=O)=O)ccc2O1	0.77
C[C@@H]1CN([C@H](C)CO)C(=O)Cc2cc(N(C)C)ccc2O[C@@H]1CN(C)Cc1ccc(-c2ccccc2)cc1	0.135
O=S(=O)(c1ccccc1)N1CCCCN2[C@H](C1)[C@H](c1ccc(-c3ccccc3F)cc1)[C@@H]2CO	1.22
C[C@H](CO)N1C[C@H](C)[C@H](CN(C)S(=O)(=O)c2cn(C)cn2)OCCCC[C@H](C)Oc2ccc(NC(=O)Nc3cccc4ccccc34)cc2C1=O	-0.461
O=C(C1CCCCC1)N1CC(=O)N2[C@H](CO)[C@H](c3ccc(C#Cc4cccc(F)c4)cc3)[C@@H]2C1	0.658
CS(=O)(=O)N1[C@@H](C#N)[C@@H](c2ccccc2)[C@@H]1CO	3.64
COCCNC(=O)C[C@H]1CC[C@H]2[C@@H](COC[C@H](O)CN2C(=O)c2cc(Cl)cc(Cl)c2)O1	0.669
O=C(Cc1ccccc1)N1CC(=O)N2[C@H](CO)[C@H](c3ccc(C#Cc4ccccc4)cc3)[C@H]2C1	-1.27
Continued.
SMILES	IDE exosite FP
O=C1CN(S(=O)(=O)Cc2ccccc2)C[C@@H]2[C@H](c3ccc(C#CC4CC4)cc3)[C@H](CO)N12	0.752
O=C(Nc1ccccc1F)N1CC(=O)N2[C@H](CO)[C@H](c3ccc(C#Cc4ccc(F)cc4)cc3)[C@@H]2C1	0.189
CO[C@@H]1CC[C@H]2CCOc3ccc(C#N)cc3C(=O)N(C)C[C@@H](c3ccccc3)CC(=O)N(C)C[C@H]1O2	-0.972
C/C=C/c1ccc([C@H]2[C@H](CO)N(C(=O)CN(C)C)C23CN(C(=O)C2CCOCC2)C3)cc1	-1.36
C/C=C/c1ccc([C@@H]2[C@@H](CN(CC)C(=O)CN(C)C)N(C(C)=O)[C@H]2CO)cc1	0.648
CC(C)CC#Cc1ccc([C@H]2[C@@H](CO)N3C(=O)CN(C(=O)c4ccccn4)C[C@@H]23)cc1	0.0233
O=C(Nc1cc(F)ccc1F)N1CCCCN2[C@H](CO)[C@@H](c3ccc(-c4cccnc4)cc3)[C@H]2C1	3.48
COc1ccc(-c2ccc([C@@H]3[C@@H](CO)N4C(=O)CN(C(=O)C5CCC5)C[C@H]34)cc2)cc1	-0.21
O=C(NC1CCCC1)N1CCCCN2[C@H](C1)[C@H](c1ccc(-c3ccccc3)cc1)[C@@H]2CO	-2.13
C[C@H]1CN([C@@H](C)CO)C(=O)c2ccccc2-c2ccccc2CO[C@@H]1CN(C)S(=O)(=O)c1cccc(C#N)c1	0.727
O=C1CN(S(=O)(=O)Cc2ccccc2)C[C@H]2[C@H](c3ccc(C#Cc4cccnc4)cc3)[C@H](CO)N12	-0.552
CCC(=O)N1CC(=O)N2[C@H](CO)[C@H](c3ccc(-c4cccc(C(=O)N(C)C)c4)cc3)[C@@H]2C1	6.18
N#C[C@H]1[C@H](c2ccccc2-c2cccc(F)c2)[C@@H](CO)N1C(=O)C1CCOCC1	2.01
COc1ccc(NC(=O)N(C)C[C@@H]2OCCCC[C@@H](C)Oc3ccc(NC(=O)c4ccncc4)cc3C(=O)N([C@H](C)CO)C[C@H]2C)cc1	0.639
N#C[C@@H]1[C@@H](c2ccc(C#CC3CCCCC3)cc2)[C@H](CO)N1C(=O)c1cccc(F)c1	1.25
CC(C)NC(=O)NCC[C@H]1CC[C@@H](NS(=O)(=O)c2ccc(Oc3ccccc3)cc2)[C@@H](CO)O1	2.09
CC(=O)N1[C@@H](CO)[C@@H]2c3ccccc3N(C(=O)c3ccc(F)cc3)C[C@@H]21	0.754
OC[C@@H]1[C@H](c2ccc(-c3ccccc3F)cc2)[C@H]2CN(Cc3cccnc3)CCCCN12	0.372
COc1ccc2c3c([nH]c2c1)[C@H](CO)N(C)CC31CCN(C(=O)c2ccccn2)CC1	-1.82
O=C(Nc1cc(F)ccc1F)N1CC(=O)N2[C@H](CO)[C@@H](c3ccc(/C=C/c4ccccc4)cc3)[C@H]2C1	0.124
CCC(=O)N1CCCCN2[C@H](CO)[C@@H](c3ccc(C#CCOC)cc3)[C@H]2C1	2.83
O=C(Nc1cccc(F)c1)N1CC(=O)N2[C@H](CO)[C@@H](c3ccc(-c4ccccc4)cc3)[C@H]2C1	0.802
O=C(Nc1ccccc1F)N1CC(=O)N2[C@@H](CO)[C@H](c3ccc(C#CC4CC4)cc3)[C@@H]2C1	-1.61
CS(=O)(=O)N1[C@H](C#N)[C@@H](c2ccccc2-c2ccccc2F)[C@H]1CO	-0.136
O=C(C[C@H]1C[C@@H]2c3cc(NC(=O)c4ccc5c(c4)OCO5)ccc3O[C@@H]2[C@@H](CO)O1)NCc1ccc(Oc2ccccc2)cc1	-0.723
Next part
SMILES	IDE exosite FP
CN(C)CC#Cc1ccc([C@@H]2[C@H](CO)N3C(=O)CN(C(=O)Cc4ccccc4)C[C@@H]23)cc1	1.03
CC(C)C#Cc1ccc([C@@H]2[C@H]3CN(S(=O)(=O)Cc4ccccc4)CCCCN3[C@H]2CO)cc1	4.94
CC=Cc1ccc2n(c1=O)C[C@@H]1[C@@H](CO)[C@H](C(=O)NCC)N(Cc3cccc(F)c3)[C@H]21 (mixture of isomers)	0.17
O=S(=O)(Cc1ccccc1)N1CCCCN2[C@@H](CO)[C@@H](c3ccc(-c4cncnc4)cc3)[C@@H]2C1	0.605
O=C(Nc1cccc(Cl)c1)N1C[C@H]2[C@@H](c3ccccc31)[C@@H](CO)N2Cc1cccnc1	3.34
COc1ccccc1C(=O)Nc1ccc2c(c1)C(=O)N(C)C[C@H](OC)[C@@H](C)CN(C(C)=O)[C@@H](C)CO2	0.0371
CC(=O)N1[C@@H](CO)[C@@H](c2ccccc2)C12CN(S(=O)(=O)c1ccccc1)C2	1.08
O=C(C1CCCCC1)N1CC(=O)N2[C@H](CO)[C@H](c3ccc(Br)cc3)[C@@H]2C1	0.186
CN1C(=O)c2cc(NC(=O)CC(F)(F)F)ccc2OC[C@H]2O[C@@H](CC(=O)NC3CCC3)CC[C@@H]21	-0.769
CCCNC(=O)N(C)C[C@@H]1Oc2ncc(C#CC3CCCCC3)cc2C(=O)N([C@@H](C)CO)C[C@@H]1C	-0.153
CO[C@H](CN(C)CC1CCOCC1)[C@@H](C)CN(C(=O)Nc1ccc(F)cc1)[C@@H](C)CO	1.52

Reformatted bar-delimited: part of the list above
Structure | IDE exosite FP
CC(C)C#Cc1ccc([C@@H]2[C@H]3CN(S(=O)(=O)Cc4ccccc4)CCCCN3[C@H]2CO)cc1 | 4.94
CC=Cc1ccc2n(c1=O)C[C@@H]1[C@@H](CO)[C@H](C(=O)NCC)N(Cc3cccc(F)c3)[C@H]21 (mixture of isomers) | 0.17
O=S(=O)(Cc1ccccc1)N1CCCCN2[C@@H](CO)[C@@H](c3ccc(-c4cncnc4)cc3)[C@@H]2C1 | 0.605
O=C(Nc1cccc(Cl)c1)N1C[C@H]2[C@@H](c3ccccc31)[C@@H](CO)N2Cc1cccnc1 | 3.34
COc1ccccc1C(=O)Nc1ccc2c(c1)C(=O)N(C)C[C@H](OC)[C@@H](C)CN(C(C)=O)[C@@H](C)CO2 | 0.0371
CC(=O)N1[C@@H](CO)[C@@H](c2ccccc2)C12CN(S(=O)(=O)c1ccccc1)C2 | 1.08
O=C(C1CCCCC1)N1CC(=O)N2[C@H](CO)[C@H](c3ccc(Br)cc3)[C@@H]2C1 | 0.186
CN1C(=O)c2cc(NC(=O)CC(F)(F)F)ccc2OC[C@H]2O[C@@H](CC(=O)NC3CCC3)CC[C@@H]21 | -0.769
CCCNC(=O)N(C)C[C@@H]1Oc2ncc(C#CC3CCCCC3)cc2C(=O)N([C@@H](C)CO)C[C@@H]1C | -0.153
CO[C@H](CN(C)CC1CCOCC1)[C@@H](C)CN(C(=O)Nc1ccc(F)cc1)[C@@H](C)CO | 1.52
